Bioassay records as filed in PubChem.
Pin1 inh – inhibitors of human Pin1; Q13526; Pin1 FP peptide displacement, HiFluor488, 10 min; Potency, µM (doses to about 115 µM), inactives show at the highest dose activity, negative = inhibition, most hits filed as inhibitors; hit rate 0.009% among 390,000; active = well fitted inhibition curve with a large enough effect in the polarisation, with a control signal flat, not every such curve was filed as active; inconclusive = small, poorly fitted or top-dose-only effect, or effect the other way, or a change in a side signal; inactive = no such curve, though single readings can be large or run the other way; the % refers to the polarisation; note: potency is the fitted concentration of half-maximal effect; % is set by controls: 0 for no effect and ±100 for the full control effect
Target sequence (Q13526 whole entry, looked up): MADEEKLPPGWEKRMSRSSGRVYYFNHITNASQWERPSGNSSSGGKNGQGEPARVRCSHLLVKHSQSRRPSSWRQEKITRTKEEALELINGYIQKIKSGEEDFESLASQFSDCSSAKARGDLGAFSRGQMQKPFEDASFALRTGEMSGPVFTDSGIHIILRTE
mIDH1 inhibitor – human IDH1 R132H inhibition; O75874; IDH1-R132H enzyme, NADPH consumption, diaphorase/resazurin fluorescence; Potency, µM (highest dose often 76.6 µM), without a hit: at the top dose activity change, negative = inhibition, usual class: inhibitors; hit rate 0.093% among 390,000; note: potency is the fitted concentration of half-maximal effect; % is set by controls: 0 for no effect and ±100 for the full control effect; nearly all actives have a fitted effect of over 65% in size
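IDH1-R132H (0.5 ug/mL) preincubated 30 min with compound, then NADPH (0.016 mM) and alpha-KG (2 mM) added; 80 min at RT, pH 7.5. Remaining NADPH coupled via diaphorase/resazurin to fluorescence (540/590 nm); concentration-response curves normalized to no-enzyme control.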
D2 agonist – agonists of human D2 dopamine receptor. P14416. HEK293 T-REx D2 cells, calcium flux agonist mode. activation, % at 2 µM. hit rate 0.53% among 340,000;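 active = activation over 3 SD above normal in the single-dose calcium agonist read, cut at about 30% in these data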; note: 0% is about no effect
Target sequence (P14416 whole entry, looked up): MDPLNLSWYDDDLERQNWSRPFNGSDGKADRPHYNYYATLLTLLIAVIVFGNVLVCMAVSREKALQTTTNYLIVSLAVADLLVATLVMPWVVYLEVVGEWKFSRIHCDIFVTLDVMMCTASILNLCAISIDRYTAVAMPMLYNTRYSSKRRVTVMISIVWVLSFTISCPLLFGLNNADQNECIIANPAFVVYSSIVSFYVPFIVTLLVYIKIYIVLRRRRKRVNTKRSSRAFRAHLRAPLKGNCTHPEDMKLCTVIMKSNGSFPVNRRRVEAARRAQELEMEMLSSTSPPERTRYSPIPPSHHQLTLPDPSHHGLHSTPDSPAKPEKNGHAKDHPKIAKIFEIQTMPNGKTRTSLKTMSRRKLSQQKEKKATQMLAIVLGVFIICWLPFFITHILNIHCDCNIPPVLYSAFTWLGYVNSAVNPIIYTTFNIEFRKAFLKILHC
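Agonism is scored from calcium flux in a force-coupled, inducible HEK293 cell line expressing D2, read kinetically for 180 s after compound addition against dopamine controls.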
TRHR enhancer – TRH receptor (human) allosteric enhancement. P34981. TRHR cells, fluo-8 calcium fluorescence, EC20 TRH enhancement. enhancement, % at 2 µM. hit rate 0.66% among 360,000. AID 493056; in the data active = enhancement above about 30%; note: 0% is about no effect
Target sequence (P34981 whole entry, looked up): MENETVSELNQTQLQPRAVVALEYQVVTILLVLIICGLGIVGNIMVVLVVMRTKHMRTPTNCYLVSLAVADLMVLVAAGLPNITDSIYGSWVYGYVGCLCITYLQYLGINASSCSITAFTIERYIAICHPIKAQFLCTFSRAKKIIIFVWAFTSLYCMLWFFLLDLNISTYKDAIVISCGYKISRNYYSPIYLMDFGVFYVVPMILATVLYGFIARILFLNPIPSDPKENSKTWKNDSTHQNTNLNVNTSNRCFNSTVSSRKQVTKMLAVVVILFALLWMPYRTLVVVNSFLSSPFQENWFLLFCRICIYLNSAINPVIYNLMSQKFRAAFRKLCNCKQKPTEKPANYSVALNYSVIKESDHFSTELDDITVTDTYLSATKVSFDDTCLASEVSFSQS
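Enhancer read-out: after compound pinning and an initial kinetic agonist-mode read, an EC20 of TRH (10 nM final) was injected and fluo-8 calcium signal (Ex 480/Em 530) followed at 1 s/cycle for 100 cycles in TRHR-expressing cells.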
TRHR agonist – agonists of human TRH receptor; P34981; TRHR cells, calcium flux fluo-8, FDSS agonist mode; activation, % at 2 µM; hit rate 0.18% among 360,000; in the data active = activation above about 30%; note: 0% is about no effect
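Agonist-mode FDSS calcium read (Ex 480/Em 530, 1 s cycles) in 1536-well TRHR cells with fluo-8 dye, after 10-cycle baseline and 23 nL compound addition; TRH at EC20 (10 nM final) added afterwards for the enhancer phase.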
USP1-UAF1 inh – inhibitors of human USP1/UAF1 deubiquitinase; Potency, µM (highest dose often 57.1 µM), for inactives: at the top dose activity change, negative = inhibition, most hits filed as inhibitors; AID 743255; recombinant USP1/UAF1, Ub-Rhodamine cleavage fluorescence; O94782; hit rate 0.23% among 390,000; note: potency is the fitted concentration of half-maximal effect; % is set by controls: 0 for no effect and ±100 for the full control effect; nearly all actives have a fitted effect of over 60% in size; inactives centre near -12
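USP1/UAF1 complex (1 nM) preincubated 15 min at room temperature with compound, then Ub-Rho substrate (150 nM final) added. Kinetic fluorescence at 480/540 nm over 6 reads at 60 s intervals; 50 mM HEPES pH 7.8, 0.5 mM EDTA, 0.1 mg/ml BSA, 1 mM TCEP, 0.01% Tween-20.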
D2 antag – antagonists of human D2 dopamine receptor | P14416 | HEK293 TREx D2 cells, calcium flux, dopamine EC80 | inhibition, % at 10 µM | hit rate 2% among 340,000 | AID 485344; in the data active = inhibition above about 30%; note: 0% is about no effect
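HEK293 T-REx D2 cells, tet-induced, calcium dye no-wash. Cpd pintool add, 180 s kinetic, then EC80 DA, 180 s kinetic. Ca flux read.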
TrxR1 substrate – rat thioredoxin reductase 1 substrate activity; O89049; purified TrxR1 substrate turnover, NADPH consumption readout; Potency, µM (highest dose often 114 µM), without a hit: at the top dose activity change, negative = substrate turnover; hit rate 0.01% among 390,000; AID 588456; note: potency is the fitted concentration of half-maximal effect; % is set by controls: 0 for no effect and ±100 for the full control effect; nearly all actives have a fitted effect of over 50% in size
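Rat TrxR1, dispensed at 90 nM, was prereduced with 400 uM NADPH (final) for 5 min at ~22 deg C, then incubated with compound 15 min before 400 uM selenite. A first-read NADPH fluorescence drop versus no-compound background flagged substrates.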
TrxR1 inh – inhibitors of rat thioredoxin reductase 1; O89049; recombinant rTrxR1, NADPH fluorescence consumption, selenite substrate; Potency, µM (series often up to 114 µM), for inactives: at the highest dose activity change, negative = inhibition, actives largely listed as inhibitors; hit rate 1% among 390,000; AID 588453; note: potency is the fitted concentration of half-maximal effect; % is set by controls: 0 for no effect and ±100 for the full control effect; nearly all actives have a fitted effect of over 65% in size
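Rat TrxR1 (90 nM in the dispensed reagent) was pre-reduced with 400 uM NADPH for 5 min at room temperature, then incubated with compound for 15 min. After 400 uM selenite was added, NADPH fluorescence (Ex 340/Em 450 nm) was followed for 8 min.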
* marks the source's active call; other numbers are inactive results; ? = inconclusive; / = not tested or not shown; [ ] = remark or other dose. Unless noted, calls come from the whole dose curve; as a rule, active = well fitted inhibition curve with a large enough effect; inconclusive = small, poorly fitted or top-dose-only effect; inactive = no such curve, though single readings can be large or run the other way. These rows are one share of the data; the hit share may differ from the screen's.

SMILES	Pin1 inh	mIDH1 inhibitor	D2 agonist	TRHR enhancer	TRHR agonist	USP1-UAF1 inh	D2 antag	TrxR1 substrate	TrxR1 inh
O=C(NC(=S)N1CCCCC1CO)C12CC3CC(CC(C3)C1)C2 (stereo not given)	3%	-6%	0.8	-1	0.1	-6%	-2	0%	20%
O=C(CN1CCN(Cc2ccccc2)CC1)N/N=C\C=C/c1ccco1	0%	6%	-0.4	13	-0.1	1%	3	-11%	?
Cc1ccc(-n2[nH]c(C)c(C=Nc3ccc(S(=O)(=O)Nc4nccs4)cc3)c2=O)c(C)c1	/	/	-0.8	8	-0.8	/	26	/	/
Cc1cc(C)cc(N(CCC#N)C(=O)COC(=O)c2ccccc2SCC(=O)N2CCCC2)c1	2%	-5%	/	0	1.6	-5%	/	-2%	10%
O=C(CSc1nnc(CNC(=O)c2c(F)cccc2F)o1)NCc1ccccc1	-6%	0%	-0.4	-12	0.0	-12%	-1	-7%	1%
CCOC(=O)c1c(NC(=O)C(C)Sc2c[nH]c3ccccc23)sc2c1CCC2 (stereo not given)	2%	-2%	/	3	0.4	-25%	/	5%[57.1 µM]	3%[57.1 µM]
O=c1cnc(-c2ccc(Cl)cc2)cn1O	2%	15%	-0.6	-2	0.4	-18%	0	8%	0%
CCCCCNC(=O)c1ccc2c(=O)n(CC3CCCO3)c(=S)[nH]c2c1 (stereo not given)	-1%	23%	-0.8	9	-0.4	-1%	-11	0%[57.1 µM]	-21%[57.1 µM]
CC1CC(C)CN(CCCNC(=O)COc2cc(=O)n(C)c3ccccc23)C1 (stereo not given)	-12%	8%	0.5	-1	0.7	-9%	3	-2%	6%
CC(C)c1onc(C(=O)NCc2ccc(Cl)cc2)c1[N+](=O)[O-]	-5%	-5%	-0.6	-4	-0.4	-9%	6	-6%	-5%
Brc1ccccc1OCCCCn1cnc2ccccc21	-12%	15%	0.5	-2	0.1	-10%	10	5%[57.1 µM]	20%[57.1 µM]
COc1cccc(NC(=O)Nc2ccc3nsnc3c2)c1	3%	6%	3.7	1	0.8	-18%	-29	10%[57.1 µM]	17%
COC(=O)[C@H](Cc1ccccc1)NC(=O)N1CCC(C)CC1	2%	2%	-0.2	-2	0.0	2%	-3	3%	8%
CCOc1ccc(S(=O)(=O)N2CCN(Cc3ccc4c(c3)OCO4)CC2)cc1C	19%	-8%	0.1	4	-0.4	-11%	4	-4%[57.1 µM]	5%[57.1 µM]
CCCCCN(C(=O)CCC(=O)OCCOc1ccc(OC)cc1)c1c(N)n(CCCC)c(=O)[nH]c1=O	1%	1%	1.2	-2	-0.1	-14%	-2	7%	22%
CCOC(=O)c1ccc[n+](CC(=O)c2ccc(NC(=O)c3ccccc3)cc2)c1	6%	5%	-2.4	-4	1.6	-15%	13	6%	6%
COc1ccc(/C=C2\SC(N3CCCCC3)=NC2=O)cc1OC	0%	5%	-0.3	0	0.1	-5%	-17	-6%	2%
CCOc1ccccc1NC(=O)CSC1=NN2CCCC(=O)N=C2S1	-2%	6%	-0.1	10	-0.1	?	-9	3%	20%
COc1cc(OC)c(C2C(C(=O)O)c3ccccc3C(=O)N2C)cc1OC (stereo not given)	-2%	1%	-1.2	4	-0.5	-12%	-41	4%	6%
O=[N+]([O-])c1ccc2cn[nH]c2c1	4%	0%	0.3	9	-0.4	-24%	-10	5%	7%
COC(=O)c1c(NC(=O)CN2CCN(c3ccccc3)CC2)c2c(C)cccc2n1C	-12%	0%	18	7	0.6	-5%	11	12%[57.1 µM]	15%[57.1 µM]
Cc1cccc(C(=O)Nc2ccc(NC(=O)c3ccccc3)cc2)c1	16%	7%	2.0	1	-1.2	-25%	4	6%	21%
CCn1c(SCc2nc3cc(OC)c(OC)cc3c(=O)[nH]2)nc2ccccc21	9%	0%	0.0	-6	-0.2	-15%	4	-10%	-17%
OC(CNCC1COc2ccccc2O1)COc1ccccc1F (stereo not given)	-1%	0%	78*	-6	1.7	-17%	96*	3%[57.1 µM]	4%[57.1 µM]
O=C(O)CC/C(=C\c1cc2c(cc1Br)OCO2)c1nc2ccccc2s1	-9%	-2%	0.2	2	0.2	-5%	20	4%	7%
Cc1ccccc1-c1nc(CS(=O)(=O)CC(=O)N2CCOCC2)c(C)o1	-17%	2%	0.1	10	-0.4	-24%	-2	7%	?
Cc1ccccc1NC(=O)c1nn(C)c2c1CS(=O)(=O)c1ccccc1-2	0%	1%	1.7	-14	0.3	-23%	-3	1%	?
CN(CC(=O)Nc1ccccc1[N+](=O)[O-])Cc1ccc(Br)cc1	-1%	-2%	0.1	-12	0.4	-11%	13	6%[57.1 µM]	20%[57.1 µM]
CCCCN(C)C(=O)CS(=O)(=O)Cc1nc(-c2cccc(OC)c2)oc1C	-2%	-2%	-0.3	-8	-0.5	-8%	5	3%[57.1 µM]	?
Cc1cc(C)c(Cn2c3ccccc3c3cnn(CC(=O)NC4CCCCCC4)c(=O)c32)c(C)c1	0%	-22%	/	21	0.2	11%	/	6%	8%
Cc1ccc(-c2noc(CN3CCC(C(N)=O)CC3)n2)cc1	4%	2%	/	-6	0.8	-11%	/	13%	0%
OC(COCCC12CC3CC(CC(C3)C1)C2)CN1CCCCC1 (stereo not given)	-8%	22%	1.3	4	0.0	3%	5	3%[57.1 µM]	17%
COc1ccccc1-n1c(-c2ccc(NS(C)(=O)=O)cc2)n[nH]c1=S	3%	2%	0.7	5	-0.1	-27%	2	31%[activator]	-8%
COc1ccccc1N1CCN(S(=O)(=O)c2cc(-c3cc(C)no3)ccc2C)CC1	3%	12%	-0.2	-2	-0.2	-15%	/	-5%[57.1 µM]	2%[57.1 µM]
COc1cccc(NC(=O)COC(=O)C2CCCCC2)c1	-2%	-1%	/	/	/	-13%	/	0%	11%
O=S(=O)(c1cccc(C(F)(F)F)c1)N1CCN(c2cnccn2)CC1	-6%	7%	-0.1	0	0.5	-22%	-10	10%	21%
COc1ccc(/C=C/C(=O)c2ccc[nH]2)c(OC)c1OC	-3%	5%	0.9	-7	2.6	-25%	-3	-10%	-17%
Cc1cc(CN2CCN(CCC#N)CC2)c(O)c(C2(C)CCCCC2)c1	?	2%	0.2	4	0.0	-12%	14	-13%	-4%
COc1ccccc1/C=C/c1nc2ccccc2c(=O)o1	0%	-6%	/	/	/	-10%	/	10%	-12%
CCCC[C@@H]1CNC(=S)N1CCCc1cc(OC)c(OC)c(OC)c1	1%	-11%[38.3 µM]	0.4	-2	-0.6	?	-3	-6%	4%
CCCSc1nnc2c(n1)OC(c1ccc(Br)s1)Nc1ccccc1-2 (stereo not given)	-2%	19%	0.2	-1	1.1	-10%	/	3%	-17%
CCOC(=O)N1CCN(C(=O)C2CCN(C(=O)c3cc4sccc4n3CC)CC2)CC1	-4%	-4%	0.6	0	0.5	-18%	-6	8%[57.1 µM]	20%[57.1 µM]
CCOC(=O)c1[nH]ncc1CN1CCC(Cc2ccccc2)(C(=O)OCC)CC1	1%	-15%	0.4	6	0.0	-9%	1	1%	21%
COc1cc2c(=O)n(Cc3ccccc3)c(=O)n(CC(=O)Nc3cc(C(F)(F)F)ccc3Cl)c2cc1OC	31%[activator]	14%	-0.5	0	-0.5	-21%	/	2%	1%
CCN(c1ccccc1)S(=O)(=O)c1cccc(C(=O)OCc2nc3sc(C)c(C)c3c(=O)[nH]2)c1	?	16%	0.7	-2	0.4	-4%	-8	3%	20%
O=C(NCC(F)(F)F)Nc1ncccn1	-1%	0%	/	3	0.6	-16%	/	5%	7%
CCOC(=O)c1c(NC(=O)Cn2nnc3ccccc32)sc2c1CCC(C)C2 (stereo not given)	0%	6%	-0.1	-4	0.3	-21%	-3	-4%	19%[57.1 µM]
Cc1noc(C)c1-c1csc(N2CCC(C(N)=O)CC2)n1	-4%	/	/	5	-0.4	/	/	2%	8%
Cc1cc(C)cc(C(=O)NCC(=O)N(C)CCOc2ccccc2)c1	-3%	2%	-0.3	-5	-1.5	-15%	-13	0%	26%
CCOC(=O)c1ccc(NC(=O)CC2Sc3ccc(C(F)(F)F)cc3NC2=O)cc1 (stereo not given)	-1%	-25%	1.9	8	1.2	-8%	/	-2%	4%
O=C(Nc1ccccc1)Nc1nnc(Cc2ccc([N+](=O)[O-])cc2)s1	0%	4%	-0.2	-14	-0.7	-19%	-15	3%	17%
COc1ccccc1-n1cnnc1SCc1csc(-c2ccccc2)n1	-4%	2%	1.0	4	-0.6	-24%	4	3%	?
O=C(NC1CC(=O)N(c2cccc(F)c2)C1)c1ccc(Br)o1 (stereo not given)	-14%	-1%	0.8	0	-0.2	-19%	/	1%[57.1 µM]	10%[57.1 µM]
CCCCn1c(N)c(N(CC(C)C)C(=O)C2=NN(c3ccccc3)C(=O)CC2)c(=O)[nH]c1=O	1%	0%	0.6	0	0.1	-19%	-8	-7%	-16%
CCOC(=O)[C@H]1[C@H]2COc3ccc(C)cc3[C@@H]2N2C(=O)c3ccc(Cl)cc3NC(=O)[C@@]12C	10%	-6%	/	/	/	-8%	/	-5%	20%
COc1ccc(CN(C)C(=O)C2CSC3(C)CCC(=O)N23)cc1 (stereo not given)	-3%	-10%	0.3	4	0.1	-19%	8	7%	17%

Records listed above marked active in D2 antag:
Compound | Pin1 inh | TRHR enhancer | TRHR agonist | USP1-UAF1 inh | D2 antag | TrxR1 substrate | TrxR1 inh
OC(CNCC1COc2ccccc2O1)COc1ccccc1F (stereo not given) | -1% | -6 | 1.7 | -17% | 96* | 3%[57.1 µM] | 4%[57.1 µM]
